Screening data (PubChem)
Epigenetic derep: regulators of epigenetic silencing causing reporter derepression in mouse cells | AID 1865 | murine LDR cells, GFP reporter derepression, 30 h | Potency, µM (series often up to 53.9 µM), inactives show at the highest dose GFP activation, usual class: activators | actives 0.2% (n = 280,000); further: potency means the concentration at half of the fitted maximal effect; % of control where 0% means no effect; nearly all actives have a fitted effect of over 60% in size
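Murine LDR cells carrying a silenced, genomically integrated CMV-driven GFP reporter were exposed to compound for 30 hours at 37 C. After PBS washes, GFP-positive cells (20–120 um objects) were counted by laser-scanning microplate cytometry.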
Luc counter: counter-screen: inhibitors of Kinase-Glo firefly luciferase | actives 0.28% (n = 200,000) | Potency, µM (doses to about 38.3 µM), for the others: at the top dose activity change, negative = inhibition, most hits filed as inhibitors | Kinase-Glo luciferase, ATP luminescence, 8 min | Q27757; further: potency means the concentration at half of the fitted maximal effect; on the % scale 0 is the no-effect control and ±100 the full control effect; nearly all actives have a fitted effect of over 60% in size
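Inhibition of Kinase-Glo luciferase light generation was assessed at 10 uM ATP in pH 7.2 imidazole buffer, with luminescence measured after eight minutes at ambient temperature.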
CBFb-RUNX1 inh: inhibitors of human CBF-beta and RUNX1 interaction | Q01196+Q13951 | AlphaScreen CBFb-His/RUNX1-biotin binding, biochemical | Potency, µM (series often up to 59.8 µM), for the others: at the highest dose activity, negative = inhibition, hits mostly inhibitors | 230,000 tested, under 10 active; further: % of control where 0% means no effect
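Read-out: AlphaScreen. Format: His-CBF-beta with biotinylated RUNX1 (30 nM each) preincubated 20 min, compound 15 min, Ni-chelate plus streptavidin beads 90 min; room temperature throughout.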
NPSR antagonist: neuropeptide S receptor (human) antagonism, cAMP; Potency, µM (titrated, usually from 38.3 µM), for inactives: at the top dose activity change, negative = inhibition, actives largely listed as inhibitors; actives 1% (n = 220,000); CHO-NPSR cells, cAMP TR-FRET, antagonist mode; further: potency means the concentration at half of the fitted maximal effect; on the % scale 0 is the no-effect control and ±100 the full control effect; nearly all actives have a fitted effect of over 50% in size; many of its hits are not listed in these tables
Target sequence (Q6W5P4 whole entry, looked up): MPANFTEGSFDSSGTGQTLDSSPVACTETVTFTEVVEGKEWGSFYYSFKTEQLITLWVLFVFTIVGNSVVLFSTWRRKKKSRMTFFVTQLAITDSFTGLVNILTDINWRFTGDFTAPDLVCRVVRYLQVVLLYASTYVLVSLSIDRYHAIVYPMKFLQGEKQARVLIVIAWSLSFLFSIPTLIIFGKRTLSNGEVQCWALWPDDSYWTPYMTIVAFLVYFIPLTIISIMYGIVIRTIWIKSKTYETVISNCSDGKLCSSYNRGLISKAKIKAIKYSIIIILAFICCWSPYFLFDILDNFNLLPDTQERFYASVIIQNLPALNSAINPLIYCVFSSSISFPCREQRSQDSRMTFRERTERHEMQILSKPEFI
IMPase Li cell: IMPase inhibition in cells with lithium potentiation. CHO-M1 cells, IP1 TR-FRET (IP-One), carbachol + lithium. Potency, µM (highest dose often 59.4 µM), for inactives: top-dose activity, negative = IMPase inhibition, usual class: inhibitors. actives 0.35% (n = 210,000). AID 1457;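 further: IP1 builds up when IMPase is blocked and the TR-FRET signal falls; potency means the concentration at half of the fitted maximal effect; plate controls were basal vehicle for no effect and high inhibitor control for full effect; nearly all actives have a fitted effect of over 50% in size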
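Test compounds were applied to CHO-M1 cells previously cultured for 16–30 h at 2000 per well. A small lithium amount accompanied them; after 30 min at 37C, IP1 was quantified by TR-FRET.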
LMNA splice mod: changes lamin A minigene splicing in HeLa cells | HeLa LMNA splicing GFP/RFP minigene ratio, 48 h | Potency, µM (doses to about 46.1 µM), inactives show at the top dose ratio change, negative = inhibition, usual class: inhibitors | actives 0.01% (n = 200,000); active means well fitted inhibition curve with a large enough effect in the signal ratio, with a control signal flat, not every such curve was filed as active; inconclusive means small, poorly fitted or top-dose-only effect, or effect the other way, or a change in a side signal; the % refers to the signal ratio; further: potency means the concentration at half of the fitted maximal effect; on the % scale 0 is the no-effect control and ±100 the full control effect
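Read-out is the ratio of GFP to DsRed2 object intensity, acquired by 488 nm laser-scanning cytometry on HeLa lamin A-EGFP minigene reporter cells. Compound incubation 48 hrs at 37 °C in Opti-MEM with 2% FBS; DMSO 0.5% final.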
GLA spleen mod: inhibits or activates alpha-galactosidase in human spleen homogenate. P06280. human spleen homogenate, 4MU-alpha-Gal fluorescence, 40 min. Potency, µM (titrated, usually from 80 µM), inactives show top-dose activity change, negative = inhibition, hits mostly inhibitors. actives 0.008% (n = 240,000). AID 2107;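 further: potency means the concentration at half of the fitted maximal effect; 0% = enzyme with vehicle and -100% = no enzyme basal signal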
Target sequence (P06280 32-429 limits assumed): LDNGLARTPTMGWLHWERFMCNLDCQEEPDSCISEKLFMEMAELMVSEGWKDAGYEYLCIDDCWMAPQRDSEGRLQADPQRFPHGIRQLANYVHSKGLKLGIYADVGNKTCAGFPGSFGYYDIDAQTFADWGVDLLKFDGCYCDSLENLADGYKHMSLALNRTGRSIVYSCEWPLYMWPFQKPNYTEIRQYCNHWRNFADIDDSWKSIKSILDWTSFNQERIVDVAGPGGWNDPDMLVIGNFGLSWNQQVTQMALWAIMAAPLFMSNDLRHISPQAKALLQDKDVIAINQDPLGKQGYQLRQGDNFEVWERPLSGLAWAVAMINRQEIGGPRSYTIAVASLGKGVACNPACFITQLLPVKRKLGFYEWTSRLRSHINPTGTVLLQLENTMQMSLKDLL
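Human spleen homogenate (1 ug) was the enzyme source, with 4-methylumbelliferyl-alpha-D-galactopyranoside (1 mM final) in pH 5.0 citrate buffer with 0.01% Tween-20. Compounds were titrated; after 40 min at 37C, NaOH/glycine stop, 4-MU fluorescence read; AC50 from Hill fits.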
* = called active by the depositor; u = inconclusive; x = not tested or not shown; [ ] = another dose, or the depositor's remark. Unless noted, the call rests on the fitted dose curve; in most records, active means well fitted curve in the direction sought with a large enough effect; inconclusive means small, poorly fitted or top-dose-only effect, or another doubt; inactive means no such curve, though single readings can be large; an effect the other way counts as inactive or inconclusive. The list is partial, so the mix of outcomes need not match the whole.

structure	Epigenetic derep	Luc counter	CBFb-RUNX1 inh	NPSR antagonist	IMPase Li cell	LMNA splice mod	GLA spleen mod
CCCC[n+]1ccn(C2=C([O-])c3ccccc3C(=O)/C2=N\S(=O)(=O)c2ccc(Cl)cc2)c1	-2.4%	x	2%	u	x	x	4%
CC(C)CNC(=S)NC1CC2CCCC(C1)N2Cc1ccco1 (stereo not given)	-1.2%	-3%	0%	2%[46.1 µM]	5%[38.3 µM]	-2%	15%
CCN(CCn1cccn1)Cc1cn[nH]c1-c1ccc(-c2ccccc2)cc1	0.0%	1%	-2%	-6%	5%	x	17%
COc1cc(C2CC(=O)NC3=C2C(=O)CC(C)(C)C3)ccc1O (stereo not given)	-6.3%	-4%	3%	0%[46.1 µM]	19%[38.3 µM]	u	-6%
CCOC(=O)C1=NOC2C(=O)N(c3ccc(Cl)cc3Cl)C(=O)C12 (stereo not given)	1.1%	9%	0%	17%	-3%	x	-6%
CCCS(=O)(=O)N1CCCC(C(=O)NC(C)c2ccc3c(c2)OCCO3)C1 (stereo not given)	0.0%	3%	15%	1%[46.1 µM]	9%[38.3 µM]	2%	2%
CCOc1ccccc1NC(=O)CC1Nc2cc(C)c(C)cc2NC1=O (stereo not given)	2.7%	-2%	-19%	-9%[46.1 µM]	58%[activator][38.3 µM]	u	24%
COCCN(C(=O)CCl)C(C(=O)NC1CCCCC1)c1ccccc1C (stereo not given)	0.0%	-1%	-1%	-11%	5%	u	-2%
Cc1nc(Nc2nc(CSc3ccc(Cl)cc3)cc(=O)[nH]2)nc2ccccc12	2.0%	-2%	-5%	-5%	11%	-12%	4%
CN(C)c1ccc(C(=O)NC2CCCc3ccccc32)cc1 (stereo not given)	1.1%	-2%	2%	-21%	4%	u	3%
COc1ccc(-n2nc(C(=O)NCc3cc(OC)ccc3OC)c3c4ccccc4n(C)c3c2=O)cc1	0.9%	x	6%	-32%	u	x	-5%
COc1ccc(/C=c2/sc3n(c2=O)NC2(c4ccccc4)N(C)C(=O)N(C)C2(c2ccccc2)N=3)cc1 (stereo not given)	-3.4%	9%	1%	-16%[46.1 µM]	-28%[38.3 µM]	13%	-6%
CCCS(=O)(=O)N1CCC(C(=O)NCc2ccc(F)cc2)CC1	0.3%	4%	0%	5%	2%	u	-5%
Cc1nc2sccn2c1P(c1c(C)nc2sccn12)c1c(C)nc2sccn12	1.9%	0%	1%	-22%[46.1 µM]	9%[38.3 µM]	-2%	-2%
COc1cccc(/C=N/NC(=O)CC2C(=O)NN=C2C)c1OC (stereo not given)	0.0%	2%	6%	-2%[46.1 µM]	4%[38.3 µM]	4%	-10%
O=C(CN1C(=O)c2cccc3cccc1c23)N1CCN(c2ccccc2)CC1	-3.4%	4%	7%	4%[46.1 µM]	1%	-16%	5%
COc1ccc(-c2ccc([C@H]3[C@@H]4C=CCC[C@@]4(C)C(=O)N3Cc3ccccc3)c(F)c2)cc1	0.0%	x	18%	u	x	x	-8%
CN(C)S(=O)(=O)c1ccc(N2CCCC2)c(C(=O)NC(c2ccccc2)c2ccccc2)c1	2.8%	-2%	16%	-10%[46.1 µM]	41%[activator][38.3 µM]	6%	-6%
COc1cccc(C2CC(C(F)(F)F)n3ncc(C(=O)Nc4c(C)n(C)n(-c5ccccc5)c4=O)c3N2)c1 (stereo not given)	0.0%	10%	7%	-15%[46.1 µM]	6%	-12%	3%
O=C(CCc1ccc(S(=O)(=O)NC2CCCCC2)cc1)NCc1ccccn1	-0.1%	-20%	-2%	2%	-12%	x	-4%

Arranged by length of the SMILES (high to low): part of the list above.
structure	Epigenetic derep	Luc counter	CBFb-RUNX1 inh	NPSR antagonist	IMPase Li cell	LMNA splice mod	GLA spleen mod
CCCC[n+]1ccn(C2=C([O-])c3ccccc3C(=O)/C2=N\S(=O)(=O)c2ccc(Cl)cc2)c1	-2.4%	x	2%	u	x	x	4%
COc1ccc(-n2nc(C(=O)NCc3cc(OC)ccc3OC)c3c4ccccc4n(C)c3c2=O)cc1	0.9%	x	6%	-32%	u	x	-5%
Cc1nc(Nc2nc(CSc3ccc(Cl)cc3)cc(=O)[nH]2)nc2ccccc12	2.0%	-2%	-5%	-5%	11%	-12%	4%

Next section
structure	Epigenetic derep	Luc counter	CBFb-RUNX1 inh	NPSR antagonist	IMPase Li cell	LMNA splice mod	GLA spleen mod
COc1ccc(Cl)cc1S(=O)(=O)N1CCN(Cc2ccc3c(c2)OCO3)CC1	-1.0%	2%	4%	-10%[46.1 µM]	13%[38.3 µM]	u	-7%
CCC(=O)Nc1cc2c(cc1C(=O)CC)OCCO2	0.7%	15%	3%	-6%[46.1 µM]	1%[38.3 µM]	-4%	-1%
O=C(Nc1ccccc1C(=O)N1CCCCCC1)c1cccc(S(=O)(=O)N2CCOCC2)c1	-0.9%	0%	7%	-6%[46.1 µM]	24%[38.3 µM]	6%	-6%
CCOc1ccc(NC(=O)CSc2nnc(C)n2CC2CCCO2)cc1 (stereo not given)	-1.0%	-4%	2%	u	25%[38.3 µM]	-7%	-5%
NC(=O)CSc1nc2ccccc2nc1SCC(N)=O	1.1%	-2%	4%	21%	-6%	x	0%
COc1ccc(-c2cc(C(F)F)n3ncc(C(=O)Nc4cccc(S(=O)(=O)N5CCOCC5)c4)c3n2)cc1	-3.2%	0%	-2%	-12%	7%	10%[46 µM]	0%
COc1ccc(C2=NOC(C)(c3nnc(-c4ccc(F)cc4)o3)C2)cc1 (stereo not given)	-1.6%	x	10%	9%	x	x	3%
O=C(OCC(=O)N1CCCC1)c1ccc(S(=O)(=O)Nc2ccccc2)cc1	1.1%	2%	-1%	2%	1%	4%[46 µM]	-3%
O=C(NC(Cc1ccccc1)c1ccc2c(c1)OCCCO2)c1ccc(F)cc1 (stereo not given)	2.2%	-4%	18%	-25%[46.1 µM]	39%[activator][38.3 µM]	-1%	-2%
CC1(C)OC(=O)C(=CNC(Cc2c[nH]c3ccccc23)C(=O)O)C(=O)O1 (stereo not given)	2.9%	-5%	0%	-4%[46.1 µM]	-2%[38.3 µM]	-1%	1%
COc1ccc2c(CC(=O)Nc3ccc(OC)nc3)coc2c1	0.5%	3%	-2%	-2%	7%	-12%[46 µM]	4%
CCC(CC)NC(=O)CN(c1ccccc1OC)S(=O)(=O)c1cccs1	-1.8%	x	-1%	-6%	x	x	-7%
Cc1cc(-n2cc(Br)c(=O)[nH]c2=O)nc(-c2ccccc2)n1	-2.6%	x	19%	-16%	x	x	-4%
O=C(CSc1nc2ccccc2c(=O)n1CCCN1CCOCC1)Nc1ccc2c(c1)OCO2	1.1%	-2%	-4%	-36%	16%	u	2%
COc1ccccc1N(C)S(=O)(=O)c1ccc(C(=O)OC(C)C(=O)NCc2ccc3c(c2)OCO3)cc1 (stereo not given)	-1.6%	6%	9%	-42%	13%	u	-6%
CC1=C(C(=O)Nc2cccnc2)C(c2ccc(C(C)C)cc2)n2ncnc2N1 (stereo not given)	0.0%	3%	3%	13%[46.1 µM]	4%	4%	8%
C=CCSc1nc(N)c(C#N)c(-c2ccc(C)cc2)c1C#N	-1.1%	-1%	2%	-26%[46.1 µM]	34%[activator][38.3 µM]	5%	-27%
COc1ccc(NC(=S)NNC(=O)Cn2nc(C(F)F)cc2C(F)F)cc1	-1.0%	-3%	7%	3%	5%	0%	2%
O=S(N1CCCCCC1)C12CC3CC(CC(C3)C1)C2 (stereo not given)	7.9%	-6%	-2%	-4%[46.1 µM]	-1%[38.3 µM]	16%	6%
CCC(C)NC(=O)CSc1ncnc2sccc12 (stereo not given)	1.3%	-2%	1%	-1%	-6%	x	-8%

Fetched by compound from the entries so far:
structure	Epigenetic derep	Luc counter	CBFb-RUNX1 inh	NPSR antagonist	IMPase Li cell	LMNA splice mod	GLA spleen mod
COc1ccc(C2=NOC(C)(c3nnc(-c4ccc(F)cc4)o3)C2)cc1 (stereo not given)	-1.6%	x	10%	9%	x	x	3%
O=C(NC(Cc1ccccc1)c1ccc2c(c1)OCCCO2)c1ccc(F)cc1 (stereo not given)	2.2%	-4%	18%	-25%[46.1 µM]	39%[activator][38.3 µM]	-1%	-2%

Following part:
structure	Epigenetic derep	Luc counter	CBFb-RUNX1 inh	NPSR antagonist	IMPase Li cell	LMNA splice mod	GLA spleen mod
CCOC(=O)N1CCN(C(=O)c2ccc(S(=O)(=O)NCc3ccco3)cc2)CC1	-3.0%	0%	2%	-19%	5%	x	-2%
COc1cc(CC(=O)Oc2ccc3c(c2)OCO3)cc(OC)c1OC	0.0%	-1%	3%	-3%[46.1 µM]	17%[38.3 µM]	-26%	-5%
CN1CCN(CCC(=O)Nc2cccc(F)c2)CC1	-0.7%	3%	5%	-4%[46.1 µM]	7%[38.3 µM]	14%	8%
C=CCn1c(SC)nnc1-c1cccc([N+](=O)[O-])c1	0.0%	0%	0%	7%	8%	7%	7%
COc1ccc(CCNCC(=O)Nc2ccc(C)c(S(=O)(=O)N(C)C)c2)cc1	-0.3%	3%	5%	-5%	12%	9%[46 µM]	-6%
CCN(c1cccc(C(F)(F)F)c1)S(=O)(=O)c1ccc2c(c1)CCN2C(C)=O	1.4%	-3%	2%	-12%[46.1 µM]	23%[38.3 µM]	u	4%
Cc1cc(NC(=O)c2c(Cl)cnn2C)no1	0.0%	18%	6%	-1%[46.1 µM]	12%[38.3 µM]	8%	3%
Cc1ccc(N2C(=O)c3cccc4c(Oc5ccccc5[N+](=O)[O-])ccc(c34)C2=O)c(C)c1	1.0%	5%	-19%	-25%	9%	u	2%
CCCCC(=O)Nc1ccc(C(=O)c2ccccc2)cc1	-1.3%	3%	5%	-19%	2%	-4%[9.22 µM]	4%
CC(=O)c1cnn(-c2c(Cl)cc(Cl)cc2Cl)c1C	-1.1%	x	-3%	16%	x	x	-7%
COc1ccc(NC(=O)c2cccnc2N2CCCC2)cc1	0.0%	18%	-4%	-2%[46.1 µM]	27%[38.3 µM]	-9%	-3%
O=C(Cc1cccs1)N/N=C/C=C/c1ccccc1[N+](=O)[O-]	-2.9%	x	0%	15%	x	x	-2%
CCOC(=O)N1CCN(CCC(=O)Nc2cc(OC)ccc2OC)CC1	-1.1%	-3%	-2%	-10%	1%	x	-1%
